Screening data as filed in PubChem BioAssay.
M5 ag: human M5 muscarinic receptor agonists, primary screen, CHO-K1 cells, Fluo-8 calcium fluorescence. activation, % at 3 µM. actives 0.19% (n = 360,000). CHO-K1 hM5 cells; 0% DMSO wells, 100% maximal acetylcholine response. Muscarinic acetylcholine receptor M5 (Homo sapiens), P08912;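 active = activation above the run's mean over test compounds plus 3 SD, cut at about 23% in these data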;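 also: signal is peak over basal fluorescence ratio across the kinetic read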
M1 antag: human M1 muscarinic receptor antagonists, primary screen, CHO-K1 cells, Fluo-8 calcium fluorescence, 1536-well | Muscarinic acetylcholine receptor M1 (Homo sapiens), P11229 | CHO-K1 hM1, ACh EC80 antagonist | inhibition, % at 3 µM | actives 1.3% (n = 360,000) | AID 588852, 2011;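 active = percent inhibition above its own plate's cutoff, namely the mean of that plate's compound wells plus 3 SD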;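 also: peak over basal fluorescence ratio during 140 s after agonist addition; 0% = ACh EC80 plus DMSO and 100% = DMSO alone without agonist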
Target sequence (P11229 whole entry, looked up): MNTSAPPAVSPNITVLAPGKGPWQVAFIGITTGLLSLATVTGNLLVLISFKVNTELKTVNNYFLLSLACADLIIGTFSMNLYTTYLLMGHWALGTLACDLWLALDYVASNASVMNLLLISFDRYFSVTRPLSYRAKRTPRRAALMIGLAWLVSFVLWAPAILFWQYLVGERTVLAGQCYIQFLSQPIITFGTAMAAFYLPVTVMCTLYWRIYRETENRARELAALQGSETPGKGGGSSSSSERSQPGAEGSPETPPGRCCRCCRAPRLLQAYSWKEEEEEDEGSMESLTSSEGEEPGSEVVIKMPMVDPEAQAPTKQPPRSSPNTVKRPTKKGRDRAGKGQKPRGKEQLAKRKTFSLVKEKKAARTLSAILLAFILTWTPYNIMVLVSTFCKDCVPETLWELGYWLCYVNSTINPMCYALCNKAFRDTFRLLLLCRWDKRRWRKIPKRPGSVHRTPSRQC
TAAR1 ag: human TAAR1 agonists, primary screen, Fluo-8 calcium fluorescence, CHO RD-HGA16 cells | Trace amine-associated receptor 1 (Homo sapiens), Q96RJ0 | activation, % at 3 µM | AID 624467, 2012 | vehicle wells 0%, saturating PEA agonist 100% | actives 0.99% (n = 360,000);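 active = activation above the mean activation of all test compounds in the run plus 3 SD, cut at about 38% in these data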
Target sequence (Q96RJ0 whole entry, looked up): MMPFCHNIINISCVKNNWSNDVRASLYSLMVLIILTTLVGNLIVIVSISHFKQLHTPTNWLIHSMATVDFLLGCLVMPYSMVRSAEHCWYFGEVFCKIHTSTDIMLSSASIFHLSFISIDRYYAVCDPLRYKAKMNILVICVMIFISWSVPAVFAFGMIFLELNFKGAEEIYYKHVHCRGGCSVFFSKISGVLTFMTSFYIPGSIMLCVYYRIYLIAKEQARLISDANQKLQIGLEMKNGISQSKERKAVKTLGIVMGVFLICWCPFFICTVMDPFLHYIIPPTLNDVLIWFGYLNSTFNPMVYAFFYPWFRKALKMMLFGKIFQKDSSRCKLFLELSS
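Test system: RD-HGA16 (CHO) cells co-expressing Gα16 and hTAAR1 | Doses: Single dose, 3 µM | Schedule: 17-24 h seeding, 75 min 37 °C dye, 30 min RT | Evaluation: % activation from peak over basal fluorescence ratio, DMSO-to-PEA scaled | Technique: Kinetic Fluo-8 calcium fluorescence | Benchmarks: Low control DMSO, high control PEA (EC100)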
CHRM1 agonist: human M1 muscarinic receptor agonists, primary screen, Fluo-8 calcium fluorescence, CHO-K1 cells, HTS. Muscarinic acetylcholine receptor M1 (Homo sapiens), P11229. CHO-K1 hM1, agonist mode; 0% DMSO, 100% acetylcholine EC100. activation, % at 3 µM. actives 0.33% (n = 360,000). AID 588814, 2011;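 active = activation above the run's mean compound activation plus 3 SD, cut at about 16% in these data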;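 also: peak over basal fluorescence ratio within a 140 s kinetic read after compound addition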
M5 antag: human M5 muscarinic receptor antagonists, primary screen, CHO cells, Fluo-8 calcium fluorescence; Muscarinic acetylcholine receptor M5 (Homo sapiens), P08912; CHO-hM5 cells, ACh EC80; inhibition, % at 3 µM; actives 0.59% (n = 360,000); AID 624040, 2012;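 active = inhibition above a per-plate cutoff, the mean of that plate's test compounds plus 3 SD, cut at about 27% in these data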;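 also: 0% = acetylcholine EC80 with DMSO and 100% = DMSO without agonist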
CHRM1 PAM: human M1 muscarinic receptor positive allosteric modulators, primary screen, CHO-K1 cells, Fluo-8 calcium fluorescence, 1536-well; Muscarinic acetylcholine receptor M1 (Homo sapiens), P11229; CHO-K1 hM1, ACh EC20; 0% = ACh EC20, 100% = maximal ACh; activation, % at 3 µM; actives 0.088% (n = 360,000); AID 588819, 2011; in the data active = activation above about 19%, passing the limit was not always enough
CHRM4 agonist: human M4 muscarinic receptor agonists, primary screen, CHO-K1 cells, Fluo-8 calcium fluorescence | actives 0.14% (n = 360,000) | Muscarinic acetylcholine receptor M4 (Homo sapiens), P08173 | activation, % at 3 µM | CHO-K1 hM4/Gqi5; vehicle 0%, full acetylcholine response 100%;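 active = activation above the run mean over all test wells plus 3 SD, cut at about 32% in these data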;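 also: peak over basal fluorescence ratio per well then scaled between controls; 0% = DMSO wells and 100% = acetylcholine at EC100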
CHRM5 PAM: human M5 muscarinic receptor positive allosteric modulators, primary screen, CHO-K1 cells, Fluo-8 calcium fluorescence; Muscarinic acetylcholine receptor M5 (Homo sapiens), P08912; CHO-K1 hM5, ACh EC20 PAM; 0% = ACh EC20, 100% = ACh EC100; activation, % at 3 µM; actives 0.3% (n = 360,000); AID 624038, 2012;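 active = activation above the run cutoff, the mean activation of all test compounds plus 3 SD, cut at about 18% in these data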
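System: CHO-K1 hM5 cells. Reagent: acetylcholine, EC20 level. Compound dosing: single dose, 3 µM nominal final test concentration. Timing: Post-acetylcholine fluorescence recording 140 s. Detection: Fluo-8 calcium fluorescence. Read-out: % activation, ACh-normalized. Benchmarks: ACh EC20 and EC100 wells. Repeats: singlicate, one well per test compound.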
CHRM4 antagonist: human M4 muscarinic receptor antagonists, primary screen, CHO cells, Fluo-8 calcium fluorescence; Muscarinic acetylcholine receptor M4 (Homo sapiens), P08173; actives 0.73% (n = 360,000); CHO-hM4 cells, ACh EC80; inhibition, % at 3 µM;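 active = inhibition above its plate's cutoff, the mean inhibition of sample wells plus 3 SD, cut at about 27% in these data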;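 also: 0% = acetylcholine EC80 with DMSO and 100% = DMSO without agonist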
Starred values were filed as active, the others as inactive; . = no result given.

SMILES	M5 ag	M1 antag	TAAR1 ag	CHRM1 agonist	M5 antag	CHRM1 PAM	CHRM4 agonist	CHRM5 PAM	CHRM4 antagonist
CC(C)OCC1Cn2c(nc3c2c(=O)n(C)c(=O)n3C)O1 (stereo unspecified)	-2	0	0	-11	2	11	1	-1	-3
Cc1ccc(Nc2ncccc2C(=O)O)cc1C	0	-30	0	-2	-2	3	-1	4	-5
Cc1ccc(-n2cc(CNCCc3ncc(C)[nH]3)c(-c3ccc(F)cc3)n2)cc1	-5	-4	10	-10	-1	11	3	1	-1
COc1ccc(-n2ncc3c(N4CCc5ccccc54)ncnc32)cc1	0	-10	3	-2	5	9	0	2	2
O=C(/C=C/c1ccc(F)cc1)Nc1cccc(S(=O)(=O)Nc2cccc(C(F)(F)F)c2)c1	-2	4	0	-5	-1	1	3	-8	-6
CCN(CC)S(=O)(=O)c1cc(NC(=O)C2CCN(c3ncnc4sc(C)c(C)c34)CC2)ccc1Cl	-1	36*	5	-3	8	-13	6	-5	5
O=C1CS/C(=C\[N+](=O)[O-])N1c1ccc(OC(F)(F)F)cc1	-1	7	0	-3	2	0	1	0	0
O=C(Nc1ccc(Oc2ccccc2)cc1)C1CCCN(c2ncccn2)C1 (stereo unspecified)	-2	-5	-1	-6	-6	4	1	3	-14
OCC(O)/C=N/Nc1nc(Nc2ccccc2)nc(Nc2ccccc2)n1 (stereo unspecified)	-4	-15	-1	-8	6	8	-1	-2	-6
Cc1cc(NC(=O)c2ccc(Cl)c(S(=O)(=O)N3CCCCC3)c2)no1	0	17	5	0	-3	-5	3	-1	-3
O=[N+]([O-])c1cccc(-c2ccc3nnc(SCc4ccccn4)n3n2)c1	-3	1	3	-2	-6	4	1	4	15
COc1ccc(O)c(-c2[nH]ncc2C(=O)c2cccc(C)c2)c1	-2	-12	1	-6	12	5	4	-6	-12
O=C(COc1ccc2c(-c3ccccc3)cc(=O)oc2c1)N[C@@H](Cc1c[nH]c2ccc(O)cc12)C(=O)O	0	-10	0	-5	-2	4	0	-5	-22
O=C(N/N=C/c1ccc(-c2ccc(S(=O)(=O)Nc3ncccn3)cc2)o1)c1cc2ccccc2cc1O	-2	-6	10	-3	7	6	0	0	8
O=C(NC(Cc1ccccc1)C(=O)O)OCC1c2ccccc2-c2ccccc21 (stereo unspecified)	0	-14	0	-5	2	19	-1	4	-2
COc1ccc(C(C(=O)NC2CCCCC2)N(CC2CCCO2)C(=O)C2COc3ccccc3O2)cc1OC (stereo unspecified)	-3	-9	11	-1	-16	5	1	33*	-12
O=C(Nc1ccccc1)C1=C[C@@H](c2ccc(Br)cc2)C[C@@H](OCc2ccc(CO)cc2)O1	-4	-4	-2	-6	2	1	0	3	-2
O=C(NC12CC3CC(CC(C3)C1)C2)c1ccco1	1	-9	8	-5	16	8	-1	-5	1
Cc1cc(C(=O)N2CCCC(N3CCN(c4ccc(F)cc4)CC3)C2)no1 (stereo unspecified)	0	-9	4	-6	0	8	0	0	-3
Cc1nn(-c2ccccc2)c(C)c1C(=O)OC(C)C(=O)NC1CCCCC1C (stereo unspecified)	5	30*	10	1	6	-14	6	-8	1
CCOC(=O)c1cnc2ccc(OCC)cc2c1N1CCN(c2ccccc2)CC1	-15	5	6	-3	-4	-2	-1	-33	0
O=C(NC1CCCc2ccccc21)N[C@@H](Cc1ccccc1)C(=O)O (stereo partly specified)	-2	-11	4	-4	-6	9	1	1	-4
N#Cc1c(Cl)nsc1NCCN1CCOCC1	-1	-6	-1	-1	-1	11	1	3	1
O=C(C=NNc1ccccc1)c1ccccc1	-2	3	10	-1	23	-1	1	2	-5
COC(=O)[C@@H](Cc1c[nH]c2ccccc12)NC(=O)CCC(=O)c1ccc(F)cc1	-2	-10	0	-3	4	13	2	-1	-13
CC1C/C(=N\NC(=O)c2ccc([N+](=O)[O-])cc2)CC(C)(C)C1 (stereo unspecified)	0	-15	2	-2	10	10	1	-3	-8
Cc1ccc(C(=O)Nc2nc3c(s2)CCCC3)o1	-2	6	2	-4	3	1	0	-5	2
CC(=O)c1ccc(OCCCC(=O)NNC(=O)c2ccccn2)cc1	2	-9	4	-2	13	10	1	-2	1
COc1ccc(/C=N\NC(=O)c2ccc(=O)[nH]n2)cc1O	-1	-8	34	-3	-3	6	0	4	3
CCN1CC(CN(C)Cc2nc(-c3ccc(C(F)(F)F)cc3)oc2C)CC1=O (stereo unspecified)	0	-2	7	-3	-6	9	1	0	-9
COc1ccc(C(C)(C)NC(=O)C2CCC(=O)N(C3CCCC3)C2)cc1OC (stereo unspecified)	2	-2	0	-2	-1	-1	0	-4	-3
N#Cc1c(-c2cccnc2)c2c([nH]c1=O)-c1ccccc1OC2	3	3	0	-3	8	0	1	4	2
CC(OC(=O)c1cc(-c2cccnc2)nc2ccccc12)C(=O)Nc1ccc2ccccc2c1 (stereo unspecified)	-2	21	9	-4	13	-15	12	-16	-1
CC(C)(C)CN1CCN(Cc2cc3ccccc3[nH]2)CC1CCO (stereo unspecified)	-2	-16	5	-5	19	7	2	-3	-14
CC(C)CN(C(=O)c1ccc(=O)n(C)n1)c1c(N)n(Cc2ccccc2)c(=O)[nH]c1=O	4	-2	1	-4	-6	6	0	6	-15
COc1ccc(C(=O)NCCN2CCCC2)cc1	-3	-30	1	-3	8	15	0	2	-5
COc1ccc(-c2nc(N)nc(C)c2-c2ccc(Cl)cc2)c(O)c1	-3	-3	6	-4	8	3	0	-5	12
COc1cccc(CN2CCN(C(c3ccccc3)c3ccccc3)CC2)c1O	-21	91*	-1	-8	16	-29	-1	-28	20
Cc1ccc(C(=O)NC(C)c2ccc(F)cc2)cc1 (stereo unspecified)	-4	-10	0	-7	7	9	0	-3	1
C=CCNc1nc2c(c(=O)[nH]c(=O)n2C)n1Cc1cccc(C)c1	0	-10	1	-2	-3	8	0	-2	-13
CC(=O)NCc1nc2ccccc2n1C(C)C	2	-5	1	-3	-3	1	6	-3	-15
CCn1c(SCC(=O)c2ccccc2)nnc1-c1cccnc1	0	-4	0	-6	7	9	1	-1	4
CC(Sc1nc2ncc(Cl)cc2[nH]1)C(=O)NC1(C#N)CCCCC1 (stereo unspecified)	-3	-7	0	-5	1	8	2	-4	-1
COc1cc(/C=N/OCC(=O)Nc2cc(C)on2)ccc1OCc1ccccc1	7	4	21	-4	1	2	8	-3	-1
CN(C)/C=C(/C(=O)c1ccc(Cl)cc1)n1cncn1	-1	3	3	-4	-16	-6	2	-2	7
O=C(NCCCN1CCCCC1)c1ccc2c(c1)ncn2C1CCCC1	-5	-6	1	-5	3	7	1	-2	2
CC(=O)NC(Cc1c[nH]c2ccccc12)C(=O)N/N=C/c1ccccc1 (stereo unspecified)	0	3	6	-3	-4	12	2	4	-6
CC12CCC(C(=O)NNC(=O)c3ccc(Br)cc3)(OC1=O)C2(C)C (stereo unspecified)	-4	-7	2	-2	18	10	1	-5	6
O=C1[C@H](Cc2ccccc2)NCC=CC[C@H](c2ccco2)N1Cc1ccccc1	4	28	13	-8	3	-17	15	-2	8
CCOC(=O)c1c(C)c(-c2ccccc2)n(CC(=O)NCCC(C)C)c1C	2	-15	0	-5	-1	10	1	3	-6
CN(C)CCn1c(=S)[nH]c2ccc(Cl)cc2c1=O	-10	-7	3	-3	1	7	2	5	-22
Cc1cccc(NCc2ccccc2O)n1	-3	-14	17	-3	7	-1	1	-5	6
COC(=O)C[C@@H]1CC[C@H](NC(=O)c2ccc3c(c2)OCO3)[C@@H](CO)O1	1	.	4	.	10	.	1	-7	-2
O=C(C1CCCN(S(=O)(=O)c2ccc(Cl)cc2)C1)N1CCCC1 (stereo unspecified)	-2	-5	-4	-2	4	4	1	0	3
COc1ccc(C2NC(=O)NC(C)=C2C(C)=O)cc1 (stereo unspecified)	1	-5	3	-2	-1	5	0	-2	-3
CCOC(=O)C1=C(C)NC(=O)NC1c1ccc(N2CCC(c3ccccc3)=N2)cc1 (stereo unspecified)	0	-6	5	-6	-1	8	1	1	5
CCOC(=O)c1c(CC(C)C)csc1/N=C/C1=C(O)CCCC1=O	12	8	5	2	21	-1	4	-4	1
Cc1ccc(N=Nc2c(N)n(-c3ccccc3)[nH]c2=O)cc1	-6	1	-7	-5	-14	-1	-4	2	6
CCCCOc1ccc(C(=O)N2CCN(c3ncccn3)CC2)cc1	0	-16	3	-4	-4	11	1	5	2
Cc1ccc(NC(=O)C2=NNC(=O)CC2)cc1S(=O)(=O)Nc1ccc(SC(F)F)cc1	-1	10	1	-6	13	-6	4	-7	1

(next part)
SMILES	M5 ag	M1 antag	TAAR1 ag	CHRM1 agonist	M5 antag	CHRM1 PAM	CHRM4 agonist	CHRM5 PAM	CHRM4 antagonist
CCCCN(C=O)c1c(CC)nc2c(OCCC)cccn12	2	-12	0	-3	-1	6	2	-1	-6
CCOC(=O)c1ccccc1-c1csc(N)n1	-1	-1	0	2	1	10	0	6	-3
Fc1cccc(/C=N/Nc2nccnc2Cl)c1	1	-12	27	-3	1	12	0	2	-1
CCOC(=O)C1(CCCc2ccccc2)CCN(C(=O)CCc2cnccn2)CC1	1	-3	15	-4	0	0	8	-10	-19
COc1ccccc1NC(=O)Cc1ccc(-c2ccccc2)cc1	-4	-3	6	-3	11	-2	0	-4	4
Cc1ccc(S(=O)(=O)N2CCN(CC(=O)N/N=C\c3cccnc3)CC2)cc1	-3	-10	12	-10	-5	14	1	4	-5

An excerpt from above in order of the CHRM1 agonist value, descending.
| smiles | M5 ag | M1 antag | CHRM1 agonist | M5 antag | CHRM1 PAM | CHRM4 agonist | CHRM4 antagonist |
| --- | --- | --- | --- | --- | --- | --- | --- |
| CCOC(=O)c1ccccc1-c1csc(N)n1 | -1 | -1 | 2 | 1 | 10 | 0 | -3 |
| CCCCN(C=O)c1c(CC)nc2c(OCCC)cccn12 | 2 | -12 | -3 | -1 | 6 | 2 | -6 |
| CCOC(=O)C1(CCCc2ccccc2)CCN(C(=O)CCc2cnccn2)CC1 | 1 | -3 | -4 | 0 | 0 | 8 | -19 |
| Cc1ccc(S(=O)(=O)N2CCN(CC(=O)N/N=C\c3cccnc3)CC2)cc1 | -3 | -10 | -10 | -5 | 14 | 1 | -5 |

The list is partial. The share of hits here may be higher or lower than overall.
